LDHA block: qHTS assay for inhibitors of human lactate dehydrogenase. 480,000 compounds, 0.15% hits. purified LDHA, NADH/diaphorase-resazurin fluorescence; hits give low values. activity change, % (values are at about 110 or 230 µM); in the data active = activity change below about -30%; inconclusive = mostly about -25% to -30%;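 also: plate controls were DMSO wells for no effect and wells without enzyme for full effect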
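Human LDH5 (2 nM) was incubated with 0.06 mM NADH and 0.2 mM pyruvate for 5 min at room temperature in Tris pH 7.4. Remaining NADH was coupled through diaphorase/resazurin, and resorufin fluorescence was read at 0 and 20 min.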
Apoferritin bind: qHTS Assay for Identification of Novel General Anesthetics; apoferritin/1-aminoanthracene competitive binding, fluorescence; 350,000 compounds, 0.074% hits; Potency, µM (series often up to 77.5 µM), without a hit: at the highest dose activity change, negative = displacement, most hits filed as inhibitors; also: potency is read from the fitted curve at half-maximal effect; % is scaled to controls: 0 for no effect and ±100 for the full control effect; nearly all actives have a fitted effect of over 20% in size
Target sequence (P02791 2-175 limits assumed): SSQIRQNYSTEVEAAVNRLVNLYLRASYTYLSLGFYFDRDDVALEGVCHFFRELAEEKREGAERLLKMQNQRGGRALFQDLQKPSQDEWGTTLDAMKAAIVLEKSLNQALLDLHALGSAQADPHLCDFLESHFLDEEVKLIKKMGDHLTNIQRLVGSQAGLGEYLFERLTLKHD
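Horse-spleen apoferritin (10 uM) in 50% saturated 1-aminoanthracene in PBS was incubated 10 min at room temperature with compound. Fluorescence (ex 380, em 535 nm) was normalized to free and bound 1-AMA, with concentration-response fitted by a four-parameter Hill equation.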
APEX1 inh: qHTS Assay for Inhibitors of the Human Apurinic/apyrimidinic Endonuclease 1 (APE1) | DNA repair nuclease/redox regulator APEX1 (Homo sapiens), P27695 | recombinant APE1, TAMRA/BHQ-2 abasic DNA cleavage fluorescence | Potency, µM (titrated, usually from 65.8 µM), without a hit: at the highest dose activity change, negative = inhibition, most hits filed as inhibitors | 350,000 compounds, 0.35% hits | AID 2517, 2012;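 also: potency is read from the fitted curve at half-maximal effect; plate controls were vehicle for no effect and reference inhibitor for full effect; nearly all actives have a fitted effect of over 55% in size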
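APE1 at 0.75 nM final was preincubated with compound 15 min at room temperature, then 50 nM double-stranded THF abasic-site substrate (5'-TAMRA/3'-BHQ-2) was added. Fluorescence (ex 525/em 598 nm) was read kinetically; third-minus-first read gave activity.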
Pol eta inh: qHTS for Inhibitors of Polymerase Eta | DNA polymerase eta (Homo sapiens), Q9Y253 | recombinant Pol eta, fluorescent DNA replication assay | Potency, µM (series often up to 114 µM), for the others: at the highest dose activity change, negative = inhibition, usual class: inhibitors | 390,000 compounds, 1.2% hits; also: potency is read from the fitted curve at half-maximal effect; % is scaled to controls: 0 for no effect and ±100 for the full control effect
Target sequence (Q9Y253 whole entry, looked up): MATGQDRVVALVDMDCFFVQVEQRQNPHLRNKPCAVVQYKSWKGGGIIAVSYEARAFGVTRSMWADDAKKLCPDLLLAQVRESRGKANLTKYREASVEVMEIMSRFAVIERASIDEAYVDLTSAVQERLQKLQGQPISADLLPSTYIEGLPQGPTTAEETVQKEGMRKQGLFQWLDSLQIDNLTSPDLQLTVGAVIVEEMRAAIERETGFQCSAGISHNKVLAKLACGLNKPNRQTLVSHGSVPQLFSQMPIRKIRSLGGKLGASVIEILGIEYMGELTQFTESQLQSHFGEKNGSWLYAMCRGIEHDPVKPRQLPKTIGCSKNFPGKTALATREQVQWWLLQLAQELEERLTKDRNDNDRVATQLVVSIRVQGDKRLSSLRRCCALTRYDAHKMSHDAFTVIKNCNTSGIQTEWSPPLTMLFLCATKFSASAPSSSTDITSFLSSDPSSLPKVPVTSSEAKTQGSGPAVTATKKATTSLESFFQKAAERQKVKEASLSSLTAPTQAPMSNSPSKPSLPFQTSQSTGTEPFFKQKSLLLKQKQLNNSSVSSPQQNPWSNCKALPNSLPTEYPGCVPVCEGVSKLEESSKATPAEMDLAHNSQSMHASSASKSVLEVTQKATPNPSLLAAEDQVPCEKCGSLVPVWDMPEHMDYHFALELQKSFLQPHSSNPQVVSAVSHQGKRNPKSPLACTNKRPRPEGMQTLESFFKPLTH
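Pol eta (10 nM) was preincubated with compounds for 15 min at room temperature, after which fluorescent replication substrate (50 nM final) was added to start the reaction. Fluorescence was read kinetically at 0 and 10 min.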
POLI inh: qHTS for Inhibitors of Polymerase Iota; DNA polymerase iota (Homo sapiens), Q9UNA4; Pol iota fluorescent replication assay, 10 min; Potency, µM (titrated, usually from 115 µM), for the others: at the top dose activity, negative = inhibition, hits mostly inhibitors; 390,000 compounds, 1% hits; AID 588590, 2011; also: potency is read from the fitted curve at half-maximal effect
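Pol iota at 10 nM preincubated 15 min with compounds at room temperature; reaction started with fluorescent substrate, 50 nM final. Fluorescence read kinetically at 0 and 10 min; buffer-only wells as negative control.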
BLM helicase inh: qHTS Assay for Inhibitors of Bloom's syndrome helicase (BLM). Potency, µM (series often up to 56.1 µM), for inactives: top-dose activity change, negative = inhibition, actives largely listed as inhibitors. recombinant BLM DNA unwinding, fluorescence dequenching. AID 2528, 2010. 350,000 compounds, 0.2% hits;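 also: potency is read from the fitted curve at half-maximal effect; plate controls were vehicle for no effect and no enzyme for full effect; nearly all actives have a fitted effect of over 35% in size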
POLB inh: qHTS Assay for Inhibitors of DNA Polymerase Beta; Pol beta primer extension/strand displacement, fluorescence kinetic; 340,000 compounds, 1.3% hits; Potency, µM (doses to about 114 µM), inactives show at the top dose activity change, negative = inhibition, most hits filed as inhibitors; AID 485314, 2010; also: potency is read from the fitted curve at half-maximal effect; % is scaled to controls: 0 for no effect and ±100 for the full control effect
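Enzyme-only controls used 10 nM Pol beta; buffer lacking enzyme served as negative control. Compound preincubated 15 min, then 50 nM substrate added; 0 and 10 min reads at room temperature.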
Glioma ERSR ind: qHTS for Inducers of the Endoplasmic Reticulum Stress Response (ERSR) in Human Glioma: qHTS; U87-MG GRP78 promoter luciferase reporter, 16 h; Potency, µM, for the others: top-dose activation, most hits filed as activators; 420,000 compounds, 0.02% hits; AID 602332, 2012; also: potency is read from the fitted curve at half-maximal effect; series mostly up to about 76 µM; % of control where 0% means no effect; nearly all actives have a fitted effect of over 35% in size
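Stably transfected U87-MG glioma cells carrying a GRP78-based luciferase sensor; 16 h compound incubation. Luminescence end-point read 10 min after Bright-Glo addition at room temperature.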
Pol kappa inh: qHTS for Inhibitors of Polymerase Kappa; purified Pol kappa, fluorescent DNA synthesis assay, 10 min; Potency, µM (series often up to 107 µM), for the others: top-dose activity, negative = inhibition, actives largely listed as inhibitors; 400,000 compounds, 0.53% hits; also: potency is read from the fitted curve at half-maximal effect; % is scaled to controls: 0 for no effect and ±100 for the full control effect
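First, compounds were pin-transferred onto 10 nM Pol kappa. After 15 min at room temperature, substrate was added to 50 nM final. Fluorescence was then measured kinetically at 0 and 10 min.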
* = called active by the depositor; u = inconclusive; x = not tested or not shown; & = joins results of further samples; [ ] = dose if it differs, or a comment. Unless noted, calls follow the shape of the dose curve; as a rule, active = well fitted curve in the direction sought with a large enough effect; inconclusive = small, poorly fitted or top-dose-only effect, or another doubt; inactive = no such curve, though single readings can be large; an effect the other way counts as inactive or inconclusive. The list is partial; the hit share may differ from the screen's.

SMILES	LDHA block	Apoferritin bind	APEX1 inh	Pol eta inh	POLI inh	BLM helicase inh	POLB inh	Glioma ERSR ind	Pol kappa inh
C#CCNC(=O)C1=C[C@H](c2csc3ccccc23)C[C@H](OCc2ccc(CO)cc2)O1	0	-4%	-1%	-6%	-2%	-10%	-8%	-3%	-1%
Cc1cc2nc(NC3=NCN(CCN4CCOCC4)CN3)nc(C)c2cc1C	x	-12%	0%	x	x	28%	2%	x	x
O=C(c1ccccc1)c1ccc(OCC(O)CN2CCN(S(=O)(=O)N3CCCCC3)CC2)cc1 (stereo unspecified)	-3	u	2%	-18%	24%	-10%	-1%	-2%	-4%
CCCOC(=O)c1c(NC(=O)c2cnn3c2NC(c2ccccc2)CC3C(F)(F)F)sc2c1CCCC2 (stereo unspecified)	-5	-4%	-2%	-15%	11%	0%	15%	-2%	7%
CCOCCCNC(=O)Cn1nc(CC)n2c(cc3c(OC)cccc32)c1=O	3	-5%	x	-1%	-4%	-5%	24%	-2%	13%
COc1cc(/C=C2\SC(=S)N(NC(=O)c3ccccc3O)C2=O)ccc1O	4	-10%	15%	u	14µM*	-7%	u	-1%	u
CCS(=O)(=O)c1ncc(Cl)c(C(=O)Nc2ccccc2)n1	-12	4%	x	-8%	-12%	-5%	-13%	-11%	0%
COc1ccc(NC(=O)CSc2nnc(NC(=O)CN3CCOCC3)s2)cc1	2	-7%	-5%	-12%	22%	-8%	6%	0%	0%
CC(=O)NCCc1c(C)n(Cc2ccccc2)c2ccccc12	-3	-9%	-6%	-18%	115%[activator]	-7%	21%	-4%	-5%
CCCCNC(=O)Nc1ccc2c(c1)N(C)C(=O)c1ccccc1S2	-3&-2	7%&-16%	-7%	-20%&-13%	76%&-18%[activator]	-12%&-9%	10%&10%	-6%&-6%	-1%&-8%
CCCCCn1c(=O)[nH]c2cc(C(=O)NCCCN3CCCCC3C)ccc2c1=O (stereo unspecified)	-9	-12%	7%	-13%	104%[activator]	-8%	21%	-5%	2%
O=C(Cn1c(=O)oc2cc(S(=O)(=O)NCc3ccccc3)ccc21)N1CCCC1	-7	-7%	4%	-2%	27%	0%	-21%	-2%	7%
CC1CCCCN1C(=O)CSc1nnc(CSc2ncccn2)n1C (stereo unspecified)	-3	-9%	u	1%	21%	-1%	36%	-3%	-9%
CCOC(=O)c1sc2ncn(C(C)C(=O)OC)c(=O)c2c1C (stereo unspecified)	-8	-15%	1%	2%	5%	0%	4%	-1%	-11%
Cc1ccc(C)c(NC(=O)CN(C)C(=O)C2COc3ccccc3O2)c1 (stereo unspecified)	2	x	4%	-6%	0%	x	x	-4%	17%
O=C(CSc1nc(O)cc(=O)n1-c1ccccc1)Nc1ccc(Br)cn1	1	-10%	3%	-18%	u	-16%	u	8%	-31%
CCSc1nc2sc3c(c2c(=O)n1-c1ccccc1C)CCN(C)C3	-2	-19%	11%	-6%	248%[activator]	-1%	32%	-1%	-12%
C=C1C2(C(=O)Nc3nccs3)CCC(C2)C1(C)C (stereo unspecified)	-5	7.9µM*	-1%	5%	15%	1%	2%	-4%	-10%
O=C(NCCc1csc(-c2ccc(F)cc2)n1)C(=O)Nc1ccc(Cl)cc1	-1	7%	x	-5%	-19%	-3%	u	-3%	-7%[60.1 µM]
C/C(=N/NC(=O)C1CCCCC1)c1ccc([N+](=O)[O-])cc1	1	1%	3%	-18%	-11%	-3%	2%	-4%	0%
CCC(C)NC(=O)c1ccccc1NC(=O)c1ccc(CSc2ccc(C)cc2)cc1 (stereo unspecified)	-7	4%	8%	-7%	36%[activator]	-4%	-7%	-4%	-2%
COc1ccc(-c2nnn3c2nc(N2CCCC(C)C2)c2ccccc23)cc1 (stereo unspecified)	-3	-4%	x	-19%	92%[activator]	-16%	2%	-2%	0%
Cc1ccc2c(c1)-c1onc(C(=O)N3CCN(c4ccc(Cl)cc4)CC3)c1CO2	9	-5%	x	-6%	-4%	0%	-17%	-3%	-2%
O=C(NCc1ccccc1Cl)C1CCCO1 (stereo unspecified)	-1	-5%	3%	-2%	-1%	-2%	0%	0%	-6%
O=c1[nH]c(SCc2ccccc2Cl)nc2c1CCCC2	0	8%	-3%	-1%	-14%	-8%	2%	2%	-4%
O=c1ccn(-c2cccc(C(F)(F)F)c2)nc1-c1ccn(-c2ccccc2F)n1	-3	u	-4%	-12%	6%	-3%	12%	-7%	-8%
CCN(CC)C(=O)Cn1cnc2c1c(=O)n(C)c(=O)n2C	-7	-6%	3%	1%	13%	1%	-1%	-2%	-3%
Cc1ccc(C)c(NC(=O)NNC(=O)CCc2ccccc2)c1	-3	-15%	37%	-1%	-8%	-6%	-10%	-4%	-4%
Cc1ccc(S(=O)(=O)N2CCOCC2)cc1NC(=O)CNCc1cccnc1	-40*	-4%	-4%	-19%	u	-1%	2%	-6%	-5%
Cc1ccc(OC(=O)c2snnc2C)cc1C	2	u	x	-21%	28%	1%	1%	-4%	1%

Limited to Pol eta inh and Glioma ERSR ind (two entries from above):
mol	Pol eta inh	Glioma ERSR ind
CCSc1nc2sc3c(c2c(=O)n1-c1ccccc1C)CCN(C)C3	-6%	-1%
O=C(NCc1ccccc1Cl)C1CCCO1 (stereo unspecified)	-2%	0%

(next part)
SMILES	LDHA block	Apoferritin bind	APEX1 inh	Pol eta inh	POLI inh	BLM helicase inh	POLB inh	Glioma ERSR ind	Pol kappa inh
COc1ccc(C(=O)N/N=C/c2cc3ccccc3[nH]c2=S)cc1	-6	u	4%	-8%	u	-5%	-8%	7%	-13%
O=C(CC1C(=O)NCCN1C(=O)Nc1ccccc1)Nc1cc(Cl)ccc1Cl (stereo unspecified)	0	-5%	-2%	-12%	40%[activator]	-5%	-1%	-1%	-2%
Cc1cc(Nc2ccc3ccccc3c2)n2ncnc2n1	12	u	-2%	5%	32%[activator]	-1%	24%	7%	-6%
Cc1cc(=O)[nH]c(N/N=C/c2cccs2)n1	10	-2%	3%	-3%	30%	-1%	9%	4%	4%
O=C(Nc1cccc2c1C(=O)NC2=O)c1ccc(S(=O)(=O)N2CCCC2)cc1	-7	604%[activator]	2%	5%	-3%	0%	2%	-5%	-5%
O=C(NCCC(=O)N(CCc1ccccc1)Cc1ccccc1)c1ccc([N+](=O)[O-])cc1	0	x	11%	-25%	87%[activator]	x	x	-7%	-10%
Cc1cccc(N2CCc3c2nc2ccc(Br)cc2c3N)c1	11	-4%	15%	-20%	-9%	-7%	-12%	3%	-14%
O=C(CNC(=O)c1ccc(Br)o1)Nc1ncccc1O	4	x	1%	-10%	0%	x	x	0%	-4%
O=C(Nc1ccc2c(c1)OCO2)C1CCCN1C(=O)Nc1ccccc1 (stereo unspecified)	9	-3%	3%	-14%	127%[activator]	-2%	8%	-3%	-15%
C=CCn1c(SCC(=O)Nc2sccc2C#N)nc2sc(C)c(C)c2c1=O	-4	-9%	-8%	1%	23%	-4%	39%	-3%	6%

Laid out differently: results already given.
| SMILES | LDHA block | Apoferritin bind | APEX1 inh | Pol eta inh | POLI inh | BLM helicase inh | POLB inh | Glioma ERSR ind | Pol kappa inh |
| --- | --- | --- | --- | --- | --- | --- | --- | --- | --- |
| CCS(=O)(=O)c1ncc(Cl)c(C(=O)Nc2ccccc2)n1 | -12 | 4% | x | -8% | -12% | -5% | -13% | -11% | 0% |
| O=C(CC1C(=O)NCCN1C(=O)Nc1ccccc1)Nc1cc(Cl)ccc1Cl (stereo unspecified) | 0 | -5% | -2% | -12% | 40%[activator] | -5% | -1% | -1% | -2% |
| O=C(CSc1nc(O)cc(=O)n1-c1ccccc1)Nc1ccc(Br)cn1 | 1 | -10% | 3% | -18% | u | -16% | u | 8% | -31% |

Continuation:
SMILES	LDHA block	Apoferritin bind	APEX1 inh	Pol eta inh	POLI inh	BLM helicase inh	POLB inh	Glioma ERSR ind	Pol kappa inh
CCOC(=O)Cn1c2ccccc2n2nc(CCC(=O)O)c(=O)nc12	-1	-3%	-4%	-10%	23%	-1%	0%	2%	5%
COc1ccc(-c2c(C#N)c(C)nc3c2C(=O)c2ccccc2-3)cc1	0	-6%	-3%	2%	-17%	2%	0%	-3%	1%
Cc1ccc2oc(=O)n(CCC(=O)Nc3ccc(N4CCOCC4)cc3)c2c1	-6	-8%	26%	-1%	25%	-7%	-15%	-2%	-7%
COc1cc(OC)cc(-c2oc(=O)c3cc(OC)c(OC)cc3c2C#CCCCO)c1	-14	x	-9%	-9%	-10%	x	x	-6%	-4%
Nc1ccc2c(c1)nnn2-c1ccccc1	7	47%[activator]	-6%	6%	41%[activator]	-6%	11%	2%	-14%
CCCn1c(C)cc(=O)c2cc(NC(=O)c3ccccn3)ccc21	-1	-9%	-6%	-2%	4%	-2%	49%	-3%	9%
CCn1c(=O)c(C(=O)NNS(=O)(=O)c2ccc(Cl)cc2)c(O)c2ccccc21	10	2%	1%	-18%	3%	-7%	u	-3%	-13%
CC(C)c1ccc(C2NC(=O)c3c(sc4c3CCN(C)C4)N2)cc1 (stereo unspecified)	-4	4%	x	-19%	35%[activator]	2%	10%	0%	-8%
COc1cc(/C=N/Nc2nc3ccccc3[nH]c2=O)ccc1O	-15	u	-8%	4%	38%[activator]	-6%	u	0%	-4%
CCN(CC)c1nc(C#N)cc(-c2ccc(OC)cc2)n1	1	-12%	0%	-5%	10%	-8%	21%	-6%	-3%
Cc1ccn2c(NC3CCCCC3)c(C)nc2c1	5	-11%	-6%	-5%	-10%	1%	7%	-4%	-2%
Cc1cc(NC(=O)CSc2nc(-c3ccccc3F)nc3c2c(=O)n(C)c(=O)n3C)no1	1	19%	x	-8%	21%	-8%	-18%	-9%	1%[60.1 µM]
Nc1ccc2nc(Cc3ccccc3)[nH]c2c1	23	-9%	-4%	-22%	43%[activator]	-12%	27%	4%	7%
CCOc1ccccc1NS(=O)(=O)N(C)C	-6	-15%	4%	2%	12%	-5%	-1%	-2%	1%

Assay outcomes from PubChem.
